Peg3 prom inh: Peg3 promoter activity inhibition; HeLa PEG-Prom luciferase reporter, luminescence, overnight; inhibition, % at 20 µM; hit rate 1.7% among 360,000; AID 588405;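 active means inhibition of at least 50% at 20 µM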
CF NFkB block: inhibitors of cystic fibrosis induced NF-kB; KKLEB NF-kB-GFP reporter, PAF-induced, GFP fluorescence overnight; inhibition, % at 5 µM; hit rate 0.86% among 360,000; AID 588850;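 active means at least 50% inhibition at 5 µM, scaled per plate between neutral and stimulator controls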;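 further: PAF is a Pseudomonas aeruginosa culture filtrate used as stimulus; plate controls were PAF-stimulated DMSO wells for no effect and unstimulated DMSO wells for full effect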
NR2E3 ag-1: agonists of human NR2E3 nuclear receptor; CHO-S Gal4-NCOR/VP16-NR2E3 two-hybrid, luciferase; inhibition of corepressor binding, % at 3.98 µM; hit rate 0.35% among 360,000; AID 602229; Q9Y5X4;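 active means inhibition above the mean of all tested compounds plus 3 SD, cut at about 70% in these data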;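 further: 0% = DMSO with NR2E3 transfected cells and 100% = cells lacking NR2E3 construct; higher means lower luciferase signal from less NR2E3 corepressor binding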
Target sequence (Q9Y5X4 whole entry, looked up, the tested form may be a part): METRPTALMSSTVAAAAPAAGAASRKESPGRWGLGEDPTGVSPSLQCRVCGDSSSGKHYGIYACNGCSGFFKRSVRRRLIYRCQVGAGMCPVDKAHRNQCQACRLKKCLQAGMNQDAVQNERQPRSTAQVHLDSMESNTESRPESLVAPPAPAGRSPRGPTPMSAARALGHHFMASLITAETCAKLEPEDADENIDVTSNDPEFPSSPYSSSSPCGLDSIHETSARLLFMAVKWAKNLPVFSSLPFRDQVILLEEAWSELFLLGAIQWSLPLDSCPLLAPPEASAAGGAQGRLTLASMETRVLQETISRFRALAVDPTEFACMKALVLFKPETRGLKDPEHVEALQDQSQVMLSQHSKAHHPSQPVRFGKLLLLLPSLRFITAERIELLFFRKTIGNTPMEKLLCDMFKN
TWEAK-Fn14 inh: inhibitors of TWEAK-Fn14 interaction signaling. TWEAK-stimulated Fn14 reporter cells, luciferase luminescence, 8 h. inhibition, % at 10 µM. hit rate 2% among 360,000. AID 1159606; in the data active means inhibition above about 50%
TRPM1 prom inh: reduces MITF-dependent TRPM1 promoter luciferase signal; SK-MEL-5 TRPM1 promoter luciferase, 24 h; inhibition, % at 12.5 µM; hit rate 0.83% among 330,000; AID 488899;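 active means mean inhibition across replicates of 60% or more, whatever share of single replicates reaches that level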; further: values of inactives mirror those of a sister screen read the other way
NR2E3 ag-2: NR2E3 (human) agonism; Q9Y5X4; GST-NR2E3/biotin-RetCOR TR-FRET, 1536-well; inhibition of corepressor binding, % at 4.78 µM; hit rate 0.12% among 320,000; AID 2300;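 active means percent inhibition above the cutoff of mean plus 3 SD of all tested compounds, set per screening campaign, cut at about 20% in these data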;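 further: 0% = DMSO wells and 100% = biotin wells as full block of FRET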
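System: GST-tagged NR2E3 plus biotinylated RetCOR corepressor; Amount: 1.35 nM GST-tagged NR2E3 final; Dosing: single nominal compound dose of 4.8 µM; Schedule: 5 h incubation at 4 °C; Technique: TR-FRET with europium anti-GST and streptavidin-D2, 340 nm excitation; Controls: biotin wells as high control, 0.6% DMSO wells as low control.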
hiPSC survival: increases survival of single human iPS cells | survival enhancement, % at 20 µM | hit rate 0.044% among 360,000 | hiPSC single-cell survival, ATPlite luminescence; 100% = ROCK inhibitor wells, 0% = DMSO; in the data active means survival enhancement above about 18%;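 further: cells exposed to compounds for 16 hours before the ATP read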
KKLEB cytotox: CF airway cell cytotoxicity counter-screen; KKLEB CF airway cells viability, ATPlite luminescence, overnight; stronger effect = lower value; cells stimulated with P. aeruginosa culture filtrate; activity change (cytotoxicity), % at 5 µM; hit rate 0.36% among 360,000; AID 602141;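 active means corrected activity change at or below -50% at 5 µM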
Shn3 inh set2: Schnurri-3 reporter inhibition in Clone20 osteoblasts; AID 588674; inhibition, % at 12.5 µM; hit rate 0.52% among 360,000; Clone20 osteoblast Shn3 3'UTR firefly luciferase, 24 h;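 active means mean inhibition of at least 75% with every replicate also reaching 75%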;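 further: 0% = median of neutral control wells and 100% = pilot-screen positive control compound; some compounds past the cut are filed as inactive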
aDG glyco act: increases alpha dystroglycan glycosylation | Pro5-aDG cells, alpha-DG glycosylation AlphaScreen (IIH6); 0% Pro5, 100% B10-LARGE cell signal | hit rate 0.22% among 360,000 | activation, % at 10 µM;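 active means activation of at least 8% versus controls, or a plate z-score of at least 8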;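 further: Pro5 are CHO cells carrying HIG-tagged alpha-DG that lacks glycosylation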
HIF-2a block: HIF-2a inhibition; inhibition, % at 18.8 µM; hit rate 0.72% among 360,000; 786-0 RCC cells HIF-2a reporter, luciferase luminescence, overnight;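 active means inhibition of the luminescence signal of 40% or more relative to plate controls, in a single-dose primary screen at 18.75 µM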
* marks the source's active call; other numbers are inactive results; . = not tested or not shown.

SMILES	Peg3 prom inh	CF NFkB block	NR2E3 ag-1	TWEAK-Fn14 inh	TRPM1 prom inh	NR2E3 ag-2	hiPSC survival	KKLEB cytotox	Shn3 inh set2	aDG glyco act	HIF-2a block
CN1C[C@H]2CON(C)[C@H]2C[C@H]1c1cccc(-c2ccc(C#N)cc2)c1	3.2	6.9	-26.7	17.9	-4.2	.	-1.4	-0.7	-0.6	-0.1	-2.4
O=C(O)c1ccccc1-c1ccccc1C(=O)NNc1ccc([N+](=O)[O-])cc1	11.3	5.2	-23.9	6.6	2.0	0.3	-0.1	11.5	-16.8	0.0	6.9
CC1=C(C(N)=O)C(c2ccccn2)n2nc(SCc3ccccc3Cl)nc2N1 (stereo not given)	8.8	0.7	1.9	-15.6	-1.9	1.2	4.5	-1.7	1.6	-0.1	14.6
CC(C)NC(=O)CN(C(=O)CCC(=O)Nc1nccs1)c1ccc(C(C)C)cc1	20.1	-8.2	-2.2	-11.0	1.3	3.5	0.6	-15.9	5.6	0.0	25.4
COc1cc(CNC(=O)c2cc3ccccc3oc2=O)cc(OC)c1OC	-2.8	0.0	9.3	-1.4	13.5	1.4	-0.6	-4.1	15.8	0.0	19.7
C=CCn1c(Sc2ccccc2)nc2c1c(=O)[nH]c(=O)n2C	21.0	3.8	-22.3	-6.4	19.2	3.7	4.6	-4.4	-10.8	-0.1	5.3
COc1ccc(F)cc1S(=O)(=O)Nc1cccc(C(=O)O)c1	5.8	4.2	-1.2	-10.1	5.4	1.3	0.8	18.3	11.3	-0.2	11.3
Cc1ccc(OCCn2cc(C#N)c3ccccc32)cc1	-19.6	10.2	4.1	-14.2	-1.4	-1.6	0.5	-19.7	8.4	0.4	-43.3
CC1(C)Cc2nc3[nH]c(=S)[nH]c(=O)c3cc2CO1	-4.9	12.8	2.5	0.8	2.7	1.3	0.2	-13.4	-1.4	-0.1	12.6
O=C(NCCC(=O)N1CCCCC1)c1ccc(Br)cc1	-48.5	10.5	-24.9	-21.9	-31.3	2.9	-0.5	4.0	-41.3	-0.1	-115.9
CCN(CC)C(=O)Cn1cnc2sc(C(=O)N3CCN(c4ccc(OC)cc4)CC3)c(C)c2c1=O	1.5	13.7	3.2	15.0	-10.2	1.6	0.6	-4.7	6.3	0.1	-1.5
O=C(COc1cc(Cl)ccc1Cl)Nc1nnc(C2CC2)s1	-2.6	-0.4	-9.9	-26.7	3.6	4.3	-0.1	1.2	-10.4	-0.1	0.1
CCOC(=O)N1CCC(NCCNC(=O)c2ccc(F)cc2)CC1	6.0	-18.3	18.7	8.5	0.9	2.9	0.2	6.2	-10.1	0.5	4.2
C[C@H](NC(=O)c1nc[nH]c1C(=O)NCc1ccccc1)C(=O)OC(C)(C)C	11.1	-14.5	-9.6	0.6	18.5	1.2	-1.1	-1.0	4.8	-0.1	3.1
COCCn1nnnc1C(c1cc2ccc(OC)cc2[nH]c1=O)N1CCc2ccccc2C1 (stereo not given)	1.4	-8.6	-0.6	2.3	-7.8	-1.7	0.5	11.5	2.8	-0.2	1.0
Cc1nnnn1/C(=C\c1ccccc1)C(=O)OCC(=O)N(C)C1CCS(=O)(=O)C1 (stereo not given)	4.6	1.9	-10.3	5.0	5.3	4.9	-0.4	3.7	-0.9	-0.3	14.8
O=C(/C=C/c1ccco1)N(Cc1ccc(F)cc1)C1CCS(=O)(=O)C1 (stereo not given)	17.9	2.5	-13.5	-1.8	1.0	-3.0	-0.4	-0.8	0.2	-0.1	12.9
O=C(O)CCC(NC(=O)c1cncc(O)c1)C(=O)O (stereo not given)	-0.4	-3.1	-14.1	7.8	4.6	2.6	0.0	1.1	14.4	-0.1	21.4
COC(=O)C(NC(=O)c1ccc(F)cc1)(Nc1nc(C)cs1)C(F)(F)F (stereo not given)	-5.9	1.1	3.2	3.0	2.0	-4.0	-2.7	1.4	-22.4	-0.1	3.0
COc1ccc([N+](=O)[O-])cc1N(CC(O)CN1C(=O)NC(C)(C)C1=O)S(=O)(=O)c1ccccc1 (stereo not given)	0.4	8.7	-20.3	32.8	5.0	1.1	-0.6	-5.0	-12.2	-0.1	-0.7
CCC(=O)n1nc(-c2ccc(OC)cc2)nc1N	-15.2	6.3	-19.3	-5.3	-9.5	2.6	-0.4	-6.1	-11.9	-0.3	-24.1
COc1cc(-c2c(C#N)c(N)nc3c2CCCC3)cc(OC)c1OC	7.3	-3.5	13.1	-9.5	10.8	-2.2	0.1	10.3	20.3	-0.2	16.9
CCOc1ccc(-c2nnn(CC(=O)Nc3cc(OC)ccc3OC)n2)cc1OCC	4.0	-2.6	-3.3	3.7	7.9	6.2	-1.1	-5.2	38.8	0.0	-4.4
Cc1cccc(/N=C/C2=C(O)CC(C)(C)CC2=O)n1	7.0	-10.7	-14.8	-2.6	6.9	2.2	0.0	-1.2	-9.2	0.0	11.4
CC1(C2CC2)NC(=O)N(CC(=O)NCC(=O)Nc2ccc(F)c(F)c2F)C1=O (stereo not given)	-1.5	5.5	8.0	-5.5	5.2	.	-0.9	-18.2	-4.5	-0.3	3.0

Retrieved one by one from the list above:
SMILES	Peg3 prom inh	CF NFkB block	NR2E3 ag-1	TWEAK-Fn14 inh	TRPM1 prom inh	NR2E3 ag-2	hiPSC survival	KKLEB cytotox	Shn3 inh set2	aDG glyco act	HIF-2a block
CC1(C2CC2)NC(=O)N(CC(=O)NCC(=O)Nc2ccc(F)c(F)c2F)C1=O (stereo not given)	-1.5	5.5	8.0	-5.5	5.2	.	-0.9	-18.2	-4.5	-0.3	3.0
CC1(C)Cc2nc3[nH]c(=S)[nH]c(=O)c3cc2CO1	-4.9	12.8	2.5	0.8	2.7	1.3	0.2	-13.4	-1.4	-0.1	12.6
CC(C)NC(=O)CN(C(=O)CCC(=O)Nc1nccs1)c1ccc(C(C)C)cc1	20.1	-8.2	-2.2	-11.0	1.3	3.5	0.6	-15.9	5.6	0.0	25.4

Next section:
SMILES	Peg3 prom inh	CF NFkB block	NR2E3 ag-1	TWEAK-Fn14 inh	TRPM1 prom inh	NR2E3 ag-2	hiPSC survival	KKLEB cytotox	Shn3 inh set2	aDG glyco act	HIF-2a block
COc1cc2c(cc1OC)C1(CCCC1)CNC2c1cccc([N+](=O)[O-])c1 (stereo not given)	18.6	14.4	-8.0	-11.6	4.4	-2.6	-0.4	-13.5	-4.4	-0.5	22.4
O=C(O)Cc1cn(-c2ccccc2)nc1-c1ccccc1	0.6	-2.9	1.4	-4.6	1.2	-2.0	-0.3	2.1	0.1	0.0	9.5
COC(=O)c1ccc(C2/C(=C(/O)c3ccc(OC)cc3)C(=O)C(=O)N2CC2CCCO2)cc1 (stereo not given)	11.8	2.1	-20.9	-3.3	2.5	2.9	0.4	-8.0	-8.6	0.3	-25.5
Cc1nn(CC(=O)NCCCN2CCCCC2)c(=O)c2cccn12	-14.1	-22.1	10.9	0.1	-7.8	-0.4	2.9	7.8	-31.4	1.4	4.5
COc1ccc(NS(=O)(=O)c2ccc(O)c(C(=O)OCC(=O)N3CCCCC3)c2)cc1	-7.5	-32.4	-16.1	5.7	10.0	3.4	-2.4	10.3	-4.6	-0.1	4.7
C/C(=N\Nc1nc(-c2ccccc2)cs1)c1cccs1	-249.2	4.8	-0.2	42.6	-10.2	3.1	-0.9	0.1	-32.9	-0.9	-201.7
Cc1cc(C(=O)NCc2ccc(S(N)(=O)=O)cc2)cs1	0.7	10.0	-9.7	1.3	4.0	-1.4	-0.9	-13.2	11.1	-0.2	3.5
CCc1cccc(C)c1NC(=S)NCC(c1cccnc1)N1CCOCC1 (stereo not given)	22.6	3.2	1.6	-11.4	1.5	0.6	-0.5	10.0	-0.8	-0.2	19.4
COc1cccc(CN2CCNC(=O)C2CC(=O)NCCN2CCCCC2=O)c1 (stereo not given)	-17.5	-10.2	9.7	-0.8	12.4	-0.3	-0.4	-6.6	-8.7	-0.5	8.5
N#CCCN(C(=O)CN1C(=O)NC2(CCCC2)C1=O)c1ccccc1F	2.6	2.8	-7.8	-6.5	3.3	3.4	-3.1	-9.5	6.2	-0.3	8.1
O=C(CSc1nnc(NC(=O)C2CC2)s1)Nc1ccc(F)cc1F	12.0	-14.4	-21.6	-2.4	3.1	2.3	-0.4	-3.7	5.5	-0.1	7.7
COc1ccc(OCC(O)CN2CCN(c3ccc(Cl)cc3)CC2)cc1 (stereo not given)	22.0	-5.4	13.0	9.7	6.9	-1.1	0.2	1.6	34.3	0.1	17.3
Cc1ccc2nc(-c3ccc(O)c(O)c3)cn2c1	-112.4	-14.6	-131.5	68.5*	45.6	-3.0	-0.5	5.1	90.1*	0.1	-111.8

In the list so far, these contain a COOH group.
SMILES	Peg3 prom inh	CF NFkB block	NR2E3 ag-1	TWEAK-Fn14 inh	TRPM1 prom inh	NR2E3 ag-2	hiPSC survival	KKLEB cytotox	Shn3 inh set2	aDG glyco act	HIF-2a block
O=C(O)c1ccccc1-c1ccccc1C(=O)NNc1ccc([N+](=O)[O-])cc1	11.3	5.2	-23.9	6.6	2.0	0.3	-0.1	11.5	-16.8	0.0	6.9
COc1ccc(F)cc1S(=O)(=O)Nc1cccc(C(=O)O)c1	5.8	4.2	-1.2	-10.1	5.4	1.3	0.8	18.3	11.3	-0.2	11.3
O=C(O)CCC(NC(=O)c1cncc(O)c1)C(=O)O (stereo not given)	-0.4	-3.1	-14.1	7.8	4.6	2.6	0.0	1.1	14.4	-0.1	21.4
O=C(O)Cc1cn(-c2ccccc2)nc1-c1ccccc1	0.6	-2.9	1.4	-4.6	1.2	-2.0	-0.3	2.1	0.1	0.0	9.5
